PfHsp40 yeast: compounds rescuing yeast from Plasmodium falciparum HSP40 toxicity. S. cerevisiae expressing PfHsp40, growth rescue, ATP luminescence. growth rescue, % at 12.5 µM. hit rate 0.68% among 340,000. AID 504582; in the data active = growth rescue above about 28%, passing the limit was not always enough; inconclusive = no clear call, values can overlap the other calls;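 also: yeast W303a lacking pdr1 and pdr3 grown in galactose medium; growth measured after three days at 30 °C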
TcdB inh: blocks C. difficile toxin B glycohydrolase activity. P18177. TcdB glycohydrolase enzymatic assay, plate reader. inhibition, % at 9.99 µM. hit rate 0.24% among 350,000. AID 652162; in the data active = inhibition above about 10%
Target sequence (P18177 whole entry, looked up): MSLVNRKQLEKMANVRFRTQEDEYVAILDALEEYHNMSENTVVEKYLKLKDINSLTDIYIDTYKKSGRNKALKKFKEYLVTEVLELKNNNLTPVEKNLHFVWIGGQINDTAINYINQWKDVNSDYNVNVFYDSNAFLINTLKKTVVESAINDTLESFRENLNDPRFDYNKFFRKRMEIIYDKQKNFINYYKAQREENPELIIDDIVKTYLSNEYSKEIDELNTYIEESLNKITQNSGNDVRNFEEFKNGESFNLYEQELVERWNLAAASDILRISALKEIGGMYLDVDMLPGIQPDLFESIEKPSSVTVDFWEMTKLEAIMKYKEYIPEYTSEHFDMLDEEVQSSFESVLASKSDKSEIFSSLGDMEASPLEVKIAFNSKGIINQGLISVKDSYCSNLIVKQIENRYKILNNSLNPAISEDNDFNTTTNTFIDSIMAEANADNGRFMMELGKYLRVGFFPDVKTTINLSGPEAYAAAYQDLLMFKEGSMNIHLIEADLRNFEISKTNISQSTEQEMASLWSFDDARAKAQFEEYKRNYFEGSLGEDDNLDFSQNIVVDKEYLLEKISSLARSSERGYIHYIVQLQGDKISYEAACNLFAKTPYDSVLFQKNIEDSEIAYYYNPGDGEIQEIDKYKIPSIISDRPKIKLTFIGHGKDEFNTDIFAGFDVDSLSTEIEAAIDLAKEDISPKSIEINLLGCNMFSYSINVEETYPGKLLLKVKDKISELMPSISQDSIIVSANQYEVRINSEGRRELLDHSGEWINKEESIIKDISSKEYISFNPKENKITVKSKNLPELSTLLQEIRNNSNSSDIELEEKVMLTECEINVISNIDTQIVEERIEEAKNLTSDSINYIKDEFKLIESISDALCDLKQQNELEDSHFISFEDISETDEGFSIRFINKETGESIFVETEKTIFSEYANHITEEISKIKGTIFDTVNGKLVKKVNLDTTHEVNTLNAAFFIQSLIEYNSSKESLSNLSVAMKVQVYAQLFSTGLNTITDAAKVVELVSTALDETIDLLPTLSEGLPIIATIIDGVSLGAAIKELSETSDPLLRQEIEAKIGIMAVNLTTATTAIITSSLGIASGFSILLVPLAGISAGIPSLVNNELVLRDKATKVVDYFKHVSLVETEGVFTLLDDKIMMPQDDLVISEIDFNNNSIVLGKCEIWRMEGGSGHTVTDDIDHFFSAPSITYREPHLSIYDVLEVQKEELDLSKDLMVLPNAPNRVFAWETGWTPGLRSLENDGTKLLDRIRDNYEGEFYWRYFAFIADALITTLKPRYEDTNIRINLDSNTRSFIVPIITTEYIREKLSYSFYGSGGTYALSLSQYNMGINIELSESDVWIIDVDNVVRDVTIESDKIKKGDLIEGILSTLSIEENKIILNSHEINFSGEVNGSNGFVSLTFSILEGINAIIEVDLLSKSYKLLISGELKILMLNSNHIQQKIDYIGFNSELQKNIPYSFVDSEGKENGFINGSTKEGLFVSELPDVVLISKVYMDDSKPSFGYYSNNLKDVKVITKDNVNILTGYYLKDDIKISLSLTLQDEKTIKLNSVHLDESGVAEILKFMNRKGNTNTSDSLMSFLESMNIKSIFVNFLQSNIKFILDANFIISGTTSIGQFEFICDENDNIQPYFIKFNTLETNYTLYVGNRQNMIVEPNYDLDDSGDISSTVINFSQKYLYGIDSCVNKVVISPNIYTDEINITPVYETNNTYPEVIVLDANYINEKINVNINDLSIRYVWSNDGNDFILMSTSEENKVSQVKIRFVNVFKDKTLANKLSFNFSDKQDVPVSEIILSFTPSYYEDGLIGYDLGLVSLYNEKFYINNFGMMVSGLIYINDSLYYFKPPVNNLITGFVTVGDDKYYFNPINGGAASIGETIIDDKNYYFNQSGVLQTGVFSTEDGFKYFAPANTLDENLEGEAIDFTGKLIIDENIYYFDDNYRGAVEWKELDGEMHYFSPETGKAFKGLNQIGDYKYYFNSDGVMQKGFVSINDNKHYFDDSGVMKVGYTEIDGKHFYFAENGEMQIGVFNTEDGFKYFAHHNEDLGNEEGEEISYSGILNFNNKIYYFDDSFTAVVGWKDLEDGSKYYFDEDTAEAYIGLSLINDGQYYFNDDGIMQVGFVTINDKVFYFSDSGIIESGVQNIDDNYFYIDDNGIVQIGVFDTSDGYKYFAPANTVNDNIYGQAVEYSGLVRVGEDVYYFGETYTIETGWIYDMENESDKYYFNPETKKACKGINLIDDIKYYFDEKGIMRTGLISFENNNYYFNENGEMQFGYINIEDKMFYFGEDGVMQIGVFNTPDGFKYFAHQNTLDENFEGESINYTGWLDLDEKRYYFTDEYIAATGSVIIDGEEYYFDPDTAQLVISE
CCHFV vOTU inh: CCHFV vOTU protease inhibition. Pep-AMC fluorescence. inhibition, % at 11.5 µM. hit rate 0.55% among 370,000. AID 651958; in the data active = inhibition above about 30%; also: 0% = vehicle wells with enzyme and 100% = no enzyme wells
FadD28 binding: M. tuberculosis FadD28 bisubstrate binding inhibition | hit rate 0.22% among 360,000 | FadD28 bisubstrate probe binding, fluorescence polarization | AID 588549 | inhibition, % at 12.5 µM; in the data active = inhibition above about 8.5%, passing the limit was not always enough; inconclusive = no clear call, values can overlap the other calls
BoNT-F LC inh: blocks Botulinum neurotoxin F light chain protease | Multiplex microsphere protease cleavage assay, flow cytometry | inhibition, % at 10 µM | hit rate 0.22% among 360,000 | AID 588497; in the data active = inhibition above about 35%, passing the limit was not always enough; inconclusive = no clear call, values can overlap the other calls; also: plate controls were buffer without enzyme for full effect and enzyme alone for no effect
Y pestis TopoI: inhibitors of Yersinia pestis topoisomerase I. Y. pestis Topo-I cleavage product accumulation, plate reader. activity, % at 10 µM. hit rate 0.064% among 360,000; in the data active = activity above about 50%, passing the limit was not always enough; inconclusive = no clear call, values can overlap the other calls; also: inactives centre near 2
Anthrax LF inh2: anthrax lethal factor protease inhibition; P15917; multiplex microsphere protease cleavage assay, LF; inhibition, % at 10 µM; hit rate 0.12% among 360,000; also: plate controls were buffer without enzyme for full effect and enzyme alone for no effect
PrPC TRFRET: reduces human prion protein on the cell surface; P04156; cell surface PrPC, TR-FRET read-out; inhibition, % at 13.8 µM; hit rate 0.43% among 370,000; AID 720596; in the data active = inhibition above about 24%; also: 0% = median of the test wells and 100% = reference compound wells
BoNT-A LC inh2: inhibitors of Botulinum neurotoxin A light chain protease. multiplex microsphere protease substrate cleavage, flow cytometry. inhibition, % at 10 µM. hit rate 0.17% among 360,000; also: plate controls were buffer without enzyme for full effect and enzyme alone for no effect
* hit, by the source's call; ? = inconclusive; nt = not tested or not shown; & = joins results of further samples. Rule as the data show it, unless noted: active = inhibition above about 30%; inconclusive = no clear call, values can overlap the other calls; inactive = below that.

Molecule	PfHsp40 yeast	TcdB inh	CCHFV vOTU inh	FadD28 binding	BoNT-F LC inh	Y pestis TopoI	Anthrax LF inh2	PrPC TRFRET	BoNT-A LC inh2
Cc1nc(N2CCOCC2)nc(N2CCCCC2C)c1[N+](=O)[O-] (stereo not given)	2.2	1.0	-8.0	-0.9	nt	10.3	nt	-8.1	nt
Cc1ccc(C2CC(c3ccc(NS(C)(=O)=O)cc3)=NN2C(=O)c2ccco2)cc1 (stereo not given)	1.7	nt	-0.9	-3.5	36.1*	-1.5	1.5	3.8	3.3
CC1(Cc2ccc(Cl)cc2)C(=O)Nc2c(Cl)cccc21 (stereo not given)	nt	nt	nt	-4.5	0.8	19.9	-3.7	nt	-0.2
COc1ccc(C)cc1NC(=O)c1cc(S(=O)(=O)N2CCOCC2)cn1C	0.1	1.2	14.8	-1.1	-3.4	3.7	2.5	-6.5	0.9
O=S(=O)(c1ccccc1)N1N=C(c2ccc(Br)cc2)CC1c1ccco1 (stereo not given)	0.3	-0.5	9.1	-1.3	0.0	17.9	-5.5	1.5	-1.2
CN(C)CCNC(=O)c1ccc(Cl)s1	-0.6	-1.6	-5.8	-1.1	-4.8	-9.5	-0.9	1.8	?
Cc1cc(N2C(=O)C3C4c5ccccc5C(c5ccccc54)C3C2=O)no1 (stereo not given)	-0.6	nt	-3.2	-0.9	2.9	2.3	-3.4	1.3	2.3
CCOC(=O)N1CCN(C(=O)/C=C/c2ccc(C(C)(C)C)cc2)CC1	1.2	1.6	-8.6	-2.8	nt	6.5	nt	-2.4	nt
Cc1cccc(N2CN(Cc3ccco3)CNC2=S)c1	0.1	nt	13.8	-14.8	1.8	-1.9	1.2	5.0	-0.8
CC(=O)Oc1cccc(N2C(=O)C3C4C=CC(C4=C(C)C)C3C2=O)c1 (stereo not given)	0.1	nt	-10.3	0.6	-6.0	9.2	-13.1	-1.5	-0.4
Nc1ccc(C(=O)NC2CCSc3ccccc32)cc1[N+](=O)[O-] (stereo not given)	-0.1	-4.9	11.3	-4.9	-9.7	-19.6	-3.3	-12.3	-1.0
CCC1CCCCN1CCNC(=O)C1CCCN(S(=O)(=O)c2cccc3nsnc23)C1 (stereo not given)	-0.2	0.3	-0.5	-0.8	1.4	0.3	-4.6	-31.0	0.7
O=C(CC(NS(=O)(=O)c1ccc(Cl)cc1)c1ccco1)NCc1ccco1 (stereo not given)	0.9	nt	2.1	-2.4	-20.4	-2.8	-2.9	3.0	-1.6
CC(C)c1ccc(NC(=O)CCN2C(=O)c3ccc([N+](=O)[O-])cc3C2=O)cc1	0.2	nt	-2.9	-2.4	-2.7	4.0	-1.0	-8.7	-0.6
Cc1ccccc1OC(=O)n1c(=S)oc2cc(Cl)ccc21	-0.2	nt	20.2	-0.2	-3.1	0.7	-7.2	-6.0	-0.4
CCOC(=O)C1CCN(C(=O)Cc2ccc(-c3ccccc3)cc2)CC1	0.7	-5.1	4.8	-6.6	?	18.1	10.7	1.4	-2.3
CCn1c(N2CCN(CC(=O)Nc3cccc(C)c3C)CC2)nc2ccccc21	-0.1	nt	-13.4	-1.0	6.4	21.2	-1.7	-3.9	0.0
CCc1nc2oc3ccccc3c(=O)c2c(=O)n1-c1ccc(C)cc1	nt	1.6	3.5	-2.5	nt	-1.5	nt	3.6	nt
COc1ccc2cc(/C=N/NC(=O)CSCc3ccc([N+](=O)[O-])cc3)c(Cl)nc2c1	1.2	0.6	1.2	-5.6	-10.2	5.4	2.7	-3.9	2.1
CCOC(=O)C1CCN(C(=O)Cn2cc(C(=O)OC)c3ccccc32)CC1	2.4	-0.5	14.8	-4.2	1.5	6.2	-0.9	-2.0	-0.3
O=C(C=Cc1ccccc1)c1cccs1	-0.4	1.0	7.3	-4.7	0.5	0.1	0.1	-0.3	0.4
CCCc1cc(C(=O)N2CCCC(N3CCN(c4ccc(F)cc4)CC3)C2)no1 (stereo not given)	-1.2	-0.8	13.1	-3.0	-0.2	9.8	-1.4	-8.0	-0.8
COCC(C)n1c(SCC(=O)N(C)C2CCS(=O)(=O)C2)nc2ccccc2c1=O (stereo not given)	-0.9	0.8	-7.7	1.1	-2.2	-0.4	-2.6	-4.8	0.0
CCN1C(=O)c2cccc3c(S(=O)(=O)NCc4cccnc4)ccc1c23	-1.9	nt	-34.5	-3.7	-6.1	-8.0	-1.7	0.3	0.0
O=C(c1ccccc1-c1ccccc1)N1CCN(c2ccccn2)CC1	0.5	nt	-6.6	-0.6	4.0	-8.2	-2.2	7.1	0.9
Cc1cnc(C(=O)OCC(=O)NCc2ccc3c(c2)OCO3)cn1	-0.3	0.6	0.2	-0.6	1.2	2.6	-3.6	7.6	0.1
COc1cccc(C(=O)n2cnnc2N)c1OC	-0.3	1.6	nt	-3.3	1.0	1.2	-1.8	nt	2.1
CCN(CC)CCNC(=O)c1c(C)oc2cc(Br)c(OC)cc12	-0.2	nt	0.6	0.0	7.2	-0.3	-4.5	13.3	3.6
O=C(Nc1cc(Cl)ccn1)C1CCN(S(=O)(=O)c2cccs2)CC1	-2.1	nt	-8.9	-4.4	1.9	-8.0	-5.9	6.4	0.2
CCOC(=O)C1CCN(C(=O)CN2C(=O)c3ccccc3S2(=O)=O)CC1	-2.7	-0.1	9.9	-0.2	7.2	4.2	-0.8	2.6	2.4

Part of the list above, showing only PrPC TRFRET and CCHFV vOTU inh:
compound | PrPC TRFRET | CCHFV vOTU inh
CCn1c(N2CCN(CC(=O)Nc3cccc(C)c3C)CC2)nc2ccccc21 | -3.9 | -13.4
CCc1nc2oc3ccccc3c(=O)c2c(=O)n1-c1ccc(C)cc1 | 3.6 | 3.5

Carrying on.
Molecule	PfHsp40 yeast	TcdB inh	CCHFV vOTU inh	FadD28 binding	BoNT-F LC inh	Y pestis TopoI	Anthrax LF inh2	PrPC TRFRET	BoNT-A LC inh2
O=C(N/N=C/c1ccccc1O)c1cccc(C(F)(F)F)c1	-0.7	nt	-10.1	-1.1	-9.8	-4.0	-6.0	-0.7	-0.2
Cc1nc(SCC(=O)NCc2ccco2)[nH]c(=O)c1C	-0.4	0.8	-17.7	-1.1	2.3	-5.2	3.3	-5.4	-0.1
CCOc1ccccc1CNC(=O)c1ccccc1NC(=O)C1=CSCCO1	2.2	0.1	9.4	-0.5	-2.4	19.0	-0.2	-5.5	0.6
C=C(C)CN(CC)c1nc(N)c(C#N)c(CC#N)c1C#N	2.3	nt	7.9	-4.7	-0.2	1.8	-0.9	0.0	?
O=C(NCc1ccc2c(c1)OCO2)c1ccc2c(c1)OCO2	0.2	0.3	5.0	0.0	-1.3	6.4	-1.5	5.6	-0.7
CCc1nc2cccnc2n1-c1ccc(CC(=O)O)cc1	-0.6	2.4	-14.2	-0.3	?	5.6	2.8	13.2	1.0
Oc1cc(NCCc2cccnc2)cc2cccnc12	10.9	0.7	41.2*	-0.4	-22.1	-1.8	-17.5	-10.9	-0.6
CC(CNC(=S)Nc1cc(F)cc(F)c1)CSc1ccc(Cl)cc1 (stereo not given)	-0.5	-0.2	19.4	-4.2	-0.7	10.3	-7.8	5.2	1.8
COc1ccccc1NC(=S)N1CCN(c2ncccn2)CC1	0.6	-1.5	-9.1	0.7	-2.6	5.6	1.3	3.9	-0.4
COc1ccccc1N1CCN(C(=O)CCSCc2ccccc2F)CC1	-0.4	-0.5	-3.3	-1.9	-2.2	3.7	3.4	-4.9	-0.4
NC(=O)CC(NC(=O)Cc1cccc2ccccc12)c1ccc(NC2CCCCCC2)c([N+](=O)[O-])c1 (stereo not given)	0.0	0.6	-5.5	-0.3	-5.2	5.2	-3.2	-7.6	-0.1
CCN(CC)c1ccc(C=C2SC(=S)NC2=O)cc1	-2.4	1.0	15.9	-3.4	3.5	-6.0	0.5	4.5	0.1
O=c1oc2ccccc2cc1-c1nc(-c2cccs2)cs1	0.1	nt	-4.9	-0.5	31.9	-4.4	40.7*	-8.3	58.0*
COc1ccc(CCC(=O)Nc2ccc(C)c([N+](=O)[O-])c2)cc1	0.9	-4.3	-4.3	-0.3	-2.3	-5.4	-0.2	-0.8	-0.1
CCOc1ccc(Cc2c(Cl)nc(SC)nc2N(C)C)cc1	0.1	0.4	7.6	-2.6	2.6	28.8	0.9	5.8	-0.8
NS(=O)(=O)c1cccc(NC(=O)COC(=O)Cc2ccc(Cl)cc2)c1	0.8	1.4	12.5	-1.8	5.5	-4.8	-0.1	10.0	-0.4
N#Cc1cn(CC(=O)NCc2cccnc2)c2ccccc12	-0.5	0.9	-11.2	-2.4	-7.6	2.8	-1.9	-4.3	-0.4
O=C(OCC(=O)N1CCN(c2cccc(Cl)c2)CC1)c1ccco1	0.0	-2.3	18.1	-1.4	-2.8	2.2	1.3	7.4	-0.1
CC1(C)Cc2c(c(-c3ccccc3)nc(N3CCCC3)c2C(N)=O)CO1	-2.2	nt	11.1	-1.9	-16.2	-11.0	-1.6	-8.9	0.5
Cc1[nH]n(-c2ccc(Br)cc2)c(=O)c1/C=N/NC(=O)c1ccccc1	-1.7	1.2	14.2	-0.8	nt	5.0	nt	9.6	nt
O=C(/C=C/c1ccco1)Oc1ccc(C(=S)N2CCOCC2)cc1	-1.8	0.0	-0.1	-2.6	-3.5	10.7	-2.7	0.7	-0.7
COc1ccc2nc(C(C)O)[nH]c2c1 (stereo not given)	-1.0	nt	16.6	-0.7	?	-1.9	?	3.9	?
NS(=O)(=O)c1ccc(N=Nc2c(O)c(C(=O)O)cc3ccccc23)cc1	-1.0	0.5	22.4	4.7	?	-17.0	-2.2	-60.5	0.5
O=C(N/N=C/c1cccc2ccccc12)c1ccccc1Cl	1.3	0.1	17.8	-7.6	-3.8	14.6	-3.8	4.0	-1.6
CCCC(=O)Nc1nc(-c2ccc3c(c2)CCN3S(C)(=O)=O)cs1	0.2	nt	15.3	0.4	-9.8	-4.4	0.4	-1.2	0.6
Cc1c(C(=O)OC2CCCCC2)[nH]c2c1C(=O)CC(C)(C)C2	-0.5	nt	2.6	-3.1	-7.9	-3.2	1.7	-4.2	-1.2
O=C(N1CCN(c2ccc(F)cc2)CC1)C1(c2cccs2)CCOCC1	-0.6	nt	5.4	-0.8	-10.3	16.1	-0.7	-1.4	-0.8
O=C(CCc1ccc(S(=O)(=O)N2CCOCC2)cc1)NCCc1ccccn1	-1.5	nt	-4.5	-0.8	-2.1	2.4	-1.8	-7.0	?
CCC1=Nc2cc(C(=O)NCCN3CCOCC3)ccc2Sc2ccc(C)cc21	-0.1	1.1	-3.9	-1.7	0.3	7.7	0.3	5.2	0.8
CC(C)NC(=O)N(C)C[C@H]1Oc2cc(Br)ccc2S(=O)(=O)N([C@H](C)CO)C[C@H]1C	nt	0.5&0.0&0.4	-5.6	-2.9	0.9	-3.0	-0.4	-6.0	0.3
Cc1cc(N2C(=O)Cc3ccccc3C2=O)ccc1C(C)C	0.7	1.3	22.2	-2.3	11.8	-1.4	1.0	-2.2	-0.7
COc1cccc(/C=C/C(=O)NNC(=O)c2ccco2)c1OC	0.5	2.0	0.0	-1.5	7.3	-0.3	1.0	-3.4	0.3
CC1=NN(c2ccc([N+](=O)[O-])cc2)C(=O)C1	-0.6	1.1	nt	13.8*	-3.7	-10.0	-3.9	nt	-0.6
O=[N+]([O-])c1cc2oc3c(c2c(C=NCc2ccccc2)c1O)CCCC3	230.4*	nt	1.0	0.9	-20.4	3.4	-2.5	-13.9	3.0
COC(=O)c1cnc(Oc2ccc(NC(=O)NC(=O)c3c(F)cccc3F)cc2)cc1C(F)(F)F	0.5	-3.8	5.9	-0.7	?	-4.6	4.6	6.0	?
COc1ccc(N2CCN(S(=O)(=O)CCNC(=O)c3ccc4c(c3)OCO4)CC2)cc1	-0.4	1.0	0.8	0.9	-6.2	7.4	-2.7	-1.3	-6.3
Cc1cc2c(c(C)c1CCO)C(=O)[C@H](C)C2	-1.3	-0.6	-4.4	-2.1	4.2	1.1	-1.5	1.3	-0.7

Screening results from PubChem BioAssay.
